Screening results as filed in PubChem BioAssay.
MC4R antagonist: blocks human MC4R cAMP signaling | AID 540295 | P32245 | 360,000 compounds, 0.48% hits | inhibition, % at 6.5 µM | MC4R-expressing cells, MTII-stimulated cAMP, LANCE TR-FRET;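 active means inhibition above its plate's cutoff, the mean of tested wells on that plate plus 3 SD, cut at about 29% in these data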;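 further: 0% = Melanotan II alone and 100% = Melanotan II plus saturating MCL0020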
Target sequence (P32245 whole entry, looked up): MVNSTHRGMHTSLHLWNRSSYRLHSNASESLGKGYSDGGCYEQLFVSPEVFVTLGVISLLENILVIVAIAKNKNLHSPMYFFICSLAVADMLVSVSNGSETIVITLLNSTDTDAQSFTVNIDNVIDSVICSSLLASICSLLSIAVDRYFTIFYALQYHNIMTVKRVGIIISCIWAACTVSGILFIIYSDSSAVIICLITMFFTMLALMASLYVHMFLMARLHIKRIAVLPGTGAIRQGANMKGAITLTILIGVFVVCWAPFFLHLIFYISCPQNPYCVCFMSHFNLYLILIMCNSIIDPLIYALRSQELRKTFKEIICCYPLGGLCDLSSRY
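Assay system: U2OS cells stably expressing human melanocortin 4 receptor (MC4R) / Dosing: 6.5 µM / Timing: compound 30 min, challenge 1 h, detection 1 h / Measured by: Eu-cAMP/anti-cAMP TR-FRET, emission 671 nm / Replicates: singlicate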
Granule exo inh: blocks lytic granule exocytosis; TALL-104 LAMP-1 surface exposure, flow cytometry; cells stimulated with thapsigargin and PMA; inhibition, % at 10 µM; 360,000 compounds, 0.66% hits; AID 651702;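 active means inhibition above about 55%, limit read from the data; inconclusive means no clear call, values can overlap the other calls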
Glyco luc inh: blocks N-linked glycosylation in D54 reporter cells; reporter increase, % at 12.5 µM; D54 ERlucT glycosylation luciferase reporter, 24 h; percent of 100 nM tunicamycin response; 360,000 compounds, 0.23% hits;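 active means mean luciferase reporter signal, scaled so untreated is 0 and the glycosylation-blocking control 100, at or above a set limit in every replicate; inconclusive means mean reaches the limit but not every replicate does; inactive means mean below the limit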;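 further: luciferase carries N-glycosylation sites so blocking glycosylation raises the light; 0% = median of neutral control wells and 100% = median of 100 nM tunicamycin wells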
iPSC survival up: hiPSC single-cell survival enhancement | 360,000 compounds, 0.044% hits | ATPlite luminescence; 100% = ROCK inhibitor wells, 0% = DMSO | AID 602274 | survival enhancement, % at 20 µM; in the data active means survival enhancement above about 18%;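 further: cells exposed to compounds for 16 hours before the ATP read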
MC4R barr agon: activates human MC4R beta-arrestin recruitment; 360,000 compounds, 0.98% hits; activation, % at 8.9 µM; P32245; U2OS MC4R beta-arrestin complementation, luminescence; percent of melanotan II response, DMSO zero;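 active means activation above a per-plate cutoff, the mean activation of sample wells on that plate plus 3 SD, cut at about 8% in these data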
HTR2A ag: agonists of mouse serotonin 5-HT2A receptor (HTR2A); activation, % at 7.6 µM; P35363; AID 624169; 360,000 compounds, 0.66% hits; CHO-K1 mHTR2A beta-arrestin complementation, luminescence; percent of 30 µM serotonin response;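 active means activation above a run cutoff, the mean activation of all tested compounds plus 3 SD, cut at about 14% in these data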;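 further: 0% = plate median of compound wells and 100% = 30 µM serotonin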
Target sequence (P35363 whole entry, looked up): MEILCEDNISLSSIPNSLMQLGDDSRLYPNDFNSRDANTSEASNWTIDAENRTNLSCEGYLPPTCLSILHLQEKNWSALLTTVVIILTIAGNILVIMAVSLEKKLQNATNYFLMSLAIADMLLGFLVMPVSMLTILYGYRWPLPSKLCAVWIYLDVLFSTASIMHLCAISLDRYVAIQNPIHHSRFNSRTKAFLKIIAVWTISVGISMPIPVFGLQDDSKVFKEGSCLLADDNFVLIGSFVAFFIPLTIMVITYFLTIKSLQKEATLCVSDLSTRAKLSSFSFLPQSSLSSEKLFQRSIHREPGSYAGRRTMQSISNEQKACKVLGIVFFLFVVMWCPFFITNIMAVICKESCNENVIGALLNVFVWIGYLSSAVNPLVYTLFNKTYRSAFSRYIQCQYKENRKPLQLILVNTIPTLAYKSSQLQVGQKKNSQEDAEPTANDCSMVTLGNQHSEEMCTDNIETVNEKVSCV
ABCB6 inh 2: blocks the human ABCB6 transporter | Q9NP58 | K562-ABCB6 porphyrin accumulation, flow cytometry, 1 h; stronger effect = lower value | fluorescence ratio to DMSO, % at 10 µM | 360,000 compounds, 0.19% hits | AID 602162;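 active means fluorescence ratio to DMSO below 75%, the collection mean minus 3 SD; inconclusive means too few cells collected in the well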;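 further: signal is porphyrin accumulated inside mitochondria; 100% equals median channel fluorescence of DMSO control wells; lower ratio means ABCB6 inhibition with less porphyrin fluorescence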
aDG glyco act: increases alpha dystroglycan glycosylation. Pro5-aDG cells, alpha-DG glycosylation AlphaScreen (IIH6); 0% Pro5, 100% B10-LARGE cell signal. 360,000 compounds, 0.22% hits. activation, % at 10 µM. AID 624168;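 active means activation of at least 8% versus controls, or a plate z-score of at least 8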;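 further: Pro5 are CHO cells carrying HIG-tagged alpha-DG that lacks glycosylation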
H9c2 protect: modulators protecting cardiomyocytes from myocardial damage; H9c2 cardiomyocytes, H2O2 injury protection, ATPLite, 2 h; 360,000 compounds, 0.63% hits; protection from H2O2 cell death, % at 20 µM; AID 588492;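 active means compounds giving at least 50% protection of heart cells from peroxide-induced death in the single-dose screen, raw or plate-pattern-corrected value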;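 further: 0% = DMSO wells with peroxide and 100% = DMSO wells without peroxide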
ABHD5-PLIN5 inh: blocks binding of human ABHD5 to perilipin-5; inhibition, % at 4 µM; 360,000 compounds, 0.78% hits; Split G. princeps luciferase complementation, luminescence, 4 h; Q00G26+Q8WTS1;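 active means inhibition above the mean inhibition across every tested compound plus 3 SD, cut at about 22% in these data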;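 further: 0% = DMSO only wells and the 100% control is not disclosed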
* = called active by the depositor; ? = inconclusive.

Each structure is followed by: ABHD5-PLIN5 inh	ABCB6 inh 2	aDG glyco act	HTR2A ag	Granule exo inh	Glyco luc inh	MC4R barr agon	H9c2 protect	MC4R antagonist	iPSC survival up
O=S(=O)(Nc1ccccc1)c1cccc2nsnc12
    -6	99	-0.1	2	-4	1	2.2	4	18	2.4
COCCN1CCN(C(=O)C2CCC(=O)N(Cc3ccccc3OC)C2)CC1 (stereo unspecified)
    4	103	0.0	7	-5	-2	1.5	5	2	-0.2
COc1cc(C2C(C#N)=C(N)Oc3cc(C)n(CCN4CCOCC4)c(=O)c32)cc(OC)c1OC (stereo unspecified)
    -4	102	0.4	2	1	3	1.3	12	0	-1.5
O=C(O)CC1c2ccccc2CCN1S(=O)(=O)c1ccccc1 (stereo unspecified)
    2	89	-0.2	8	-4	4	-0.6	2	6	-0.7
COC(=O)CC1=C(C(=O)OC)C(c2cccs2)C(C#N)=C(N)O1 (stereo unspecified)
    0	95	0.1	0	0	1	-1.0	11	12	3.8
CCOC(=O)c1[nH]c(C)c(C(=O)OCC(=O)N2CCc3ccccc32)c1C
    4	90	0.2	-1	5	6	8.5*	4	-6	-1.5
Oc1ccc(NC(=S)Nc2ccc(O)cc2)cc1
    -14	98	0.0	-1	2	12	-0.5	2	8	-0.9
CS(=O)(=O)N(CC(=O)N1CCOCC1)c1cc(Cl)ccc1Cl
    10	92	0.0	-1	-11	-3	-0.4	-1	9	-0.2
CN1CCN(CCP(=O)(c2ccccc2)c2ccccc2)CC1
    0	108	0.2	8	0	0	-0.6	1	12	-1.7
C[C@@H]1COC(=O)[C@@H](Cc2ccc(F)cc2)C/C=C\C[C@H](CC(=O)N(CCO)Cc2ccccc2)C(=O)N1
    -6	102	0.6	-2	-2	1	0.6	-2	10	-0.2
c1coc(-c2nn3c(-c4ccco4)nnc3s2)c1
    8	99	-0.3	3	-2	3	0.0	42	-5	2.8
CCn1c(COc2ccccc2C)nnc1SCC(=O)N1CCCCC1
    2	97	-0.1	0	-3	4	-2.6	-2	-1	1.5
CCOC(=O)c1nn2c(C(F)(F)F)cc(-c3ccc(OC)cc3)nc2c1Br
    -4	96	0.0	1	-2	3	1.3	3	17	-0.5
O=C(NCc1nc(-c2ccc(C(F)(F)F)cc2)no1)Nc1ccc(OC(F)(F)F)cc1
    3	97	0.2	-3	20	-8	11*	-17	3	-0.8
CC(C)(C)N(Cc1ccccc1)C(=O)CCc1ccccc1
    2	89	0.5	-2	-3	-3	2.9	0	7	2.6
COc1cccc(Nc2nnc(SCc3cc([N+](=O)[O-])cc4c3OCOC4)s2)c1
    12	89	0.1	-7	-5	-3	2.4	-6	-10	-2.3
O=c1[nH]nc(SCc2nnc(-c3ccc([N+](=O)[O-])cc3)o2)n1C1CCCCC1
    1	98	0.1	-4	8	-3	-1.4	-6	0	-0.2
CC1(C)N([O-])C2=C(c3ccccc3C2=O)[N+](=O)C1(C)C
    -1	106	0.1	6	3	5	-0.2	-5	2	6.3
Cn1cc(CN2CCC(C(=O)N3CCCC3)CC2)c(-c2ccccc2F)n1
    4	100	0.0	-1	0	2	1.5	1	4	-0.1
Cc1ccc(-n2c(C)nn(CCOc3ccccc3)c2=O)cc1
    1	93	-0.1	-5	-2	1	-1.4	2	8	-1.0
Cc1cc(Cl)ccc1OCCCC(=O)NCCN1C(=O)S/C(=C\c2cccnc2)C1=O
    15	99	0.3	-4	0	-1	-2.9	-11	23	-1.0
Cc1ccccc1C(=O)c1c[nH]c(C(=O)NCC2CCCO2)c1 (stereo unspecified)
    3	100	0.2	-3	-2	-2	-1.4	-2	-2	0.5
CC(C)Oc1ccc(CC(=O)NNC(=S)Nc2ccc(Br)cc2)cc1
    -11	96	-0.3	-5	0	0	0.1	4	4	-1.6
Cc1cc(C)c(S(=O)(=O)N2CCCC(C(=O)NCc3ccccn3)C2)c(C)c1 (stereo unspecified)
    0	98	0.1	2	3	2	-0.9	2	14	-0.3
CCOc1ccc(C(C)=O)cc1N1C(=O)C2C3C=CC(C3=C(C)C)C2C1=O (stereo unspecified)
    5	101	-0.1	-3	12	2	-2.3	15	6	-1.6
COc1ccc(NC(=S)NC(NC(=O)c2cccc(Cl)c2)C(Cl)(Cl)Cl)c([N+](=O)[O-])c1 (stereo unspecified)
    -19	100	0.0	-8	1	1	-0.3	-16	-1	1.6
COc1ccc(C2/C=C\CN(Cc3ccco3)CC(=O)N2Cc2ccc(F)cc2)cc1 (stereo unspecified)
    -4	98	-0.2	1	12	1	0.1	14	6	-1.3
N#CC1=C(N)OC2=C(CC/C2=C\c2ccccc2Cl)C1c1ccccc1Cl (stereo unspecified)
    5	181	0.4	-4	-1	0	-0.5	-8	13	-4.4
CC(Oc1cc2oc(=O)c3c(c2cc1Cl)CCC3)C(=O)NCCN1CCOCC1 (stereo unspecified)
    9	101	0.4	0	-2	-2	-2.0	0	18	-0.3
COc1ccc(NC(=O)NN2CCN(C)CC2)cc1
    -2	97	-0.1	4	32	0	-4.1	1	8	0.0
CN(CC1CCCN(CCc2cccc(C(F)(F)F)c2)C1)C(=O)c1cc2ccccc2o1 (stereo unspecified)
    6	98	0.9	-14	9	1	2.3	-4	19	-0.5
CCCCOC(=O)Nc1cccc(C(C)=O)c1
    -2	95	0.1	0	0	-2	-1.3	2	1	2.7
CC(=O)NC1C(=O)Nc2c1cccc2C(F)(F)F (stereo unspecified)
    -5	102	0.5	-4	-3	0	-0.9	14	1	-0.9
C=CCNc1nc(-c2sc(NC(=O)CC)nc2C)cs1
    -21	103	0.3	3	-1	-4	-1.0	0	4	-1.4
COc1ccc(NC(=O)CSc2nc(N)c3cc4c(nc3n2)CC(C)(C)OC4)cc1
    4	101	-0.2	-1	1	1	-2.6	-2	17	0.1
CCOc1ccc(-c2[nH]ncc2-c2ccc(Cl)cc2)c(O)c1
    -6	92	0.1	1	44	-4	6.4	-13	1	-0.1
CCOC(=O)c1ccc(N2C(=O)C=C(N3CCOCC3)C2=O)cc1
    0	105	0.2	0	-11	1	-0.1	4	-6	0.4
Cc1ccc(C(=O)N(CC(=O)Nc2ccc(Cl)c(Cl)c2)Cc2ccco2)cc1
    -3	93	1.2	3	-1	1	0.6	-6	2	1.9
C/C(=N\NC(=O)c1ccc(CN2CCOCC2)cc1)c1ccc(NC(=O)c2ccccc2)cc1
    1	103	0.3	-4	0	-2	-2.8	7	7	-2.1
O=C(C(c1ccccc1)c1ccccc1)N1CCN(c2ccccn2)CC1
    -2	99	0.9	-3	-8	0	-0.4	3	9	0.4
O=C(CCNc1cccc(Cl)c1)c1ccco1
    -3	102	0.5	-1	0	-2	0.8	0	2	-1.0
CCc1nc2ccc(C(=O)NCCc3ccc(OC)cc3)cc2nc1CC
    -8	80	-0.4	4	12	1	0.4	4	-9	-0.3
CC(C(=O)Nc1ccc2c(c1)OCCO2)c1ccc([N+](=O)[O-])cc1 (stereo unspecified)
    -2	101	0.0	-2	-1	2	0.1	3	0	-0.6
CCOC(=O)c1c(C)[nH]c(C(=O)OCC(=O)NCc2ccco2)c1C
    -3	95	0.1	3	-17	2	-1.5	-5	6	0.1
O=C(O)c1ccc2nc(-c3ccccc3)c(-c3ccccc3)nc2c1
    1	107	0.2	1	-3	-2	-0.8	1	16	-2.7
COc1ccc(-c2cnc3c(NC(C)=O)cc(-c4ccccc4OC)cn23)cc1OC
    3	100	-0.2	14	?	21	22*	19	-28	0.3
COc1ccc(-c2cnnc(N/N=C/c3ccc(O)c(O)c3)n2)cc1
    1	96	-0.5	-2	-1	9	-1.5	16	15	-2.7
CCCC(C)NC(=O)c1ccccc1SC (stereo unspecified)
    5	98	-0.1	2	1	0	1.2	21	-2	1.2
Cc1c(O)ccc(C(=O)CN2CCN(c3ccccc3)CC2)c1O
    -3	100	0.0	-3	-4	-3	0.0	1	5	1.5
C[C@H](CO)N1C[C@H](C)[C@H](CN(C)C(=O)c2ccccc2)OCc2ccccc2-c2c(n(C)c3ccccc23)C1=O
    -4	100	0.0	-4	-5	2	2.3	-9	19	-0.1
O=C(CN1CCN(C(C(=O)Nc2cc(C(F)(F)F)ccc2Cl)c2ccccc2)CC1)NC1CC1 (stereo unspecified)
    3	96	1.3	-1	80*	-3	-0.7	-9	8	-0.2
COc1ccc(C2CC(c3cccs3)=NN2C(=O)c2ccco2)cc1OC (stereo unspecified)
    7	97	0.0	-4	12	0	0.3	-1	24	-0.4
O=C(/C=C/c1cc(Br)ccc1F)OCC(=O)N1CCCC1
    1	95	0.2	-2	2	-3	-0.5	2	-3	-0.8
CCNC(=S)NCc1ccc(F)cc1
    11	102	0.4	0	-1	-3	4.8	6	-5	2.0
O=C(COC(=O)CNC(=O)c1ccccc1F)NCCC1=CCCCC1
    6	102	0.1	3	-3	1	1.1	10	3	1.7
Cc1c(C(=O)N2CCOCC2)oc2ccc(Br)cc12
    -7	100	0.0	5	-11	1	-2.7	-1	13	-0.5
Nc1ccn([C@@H]2O[C@H](CNCc3ccc(-c4cc(C(F)(F)F)ccc4Cl)o3)[C@@H](O)[C@H]2O)c(=O)n1
    0	99	0.6	13	1	1	-0.4	-6	3	-0.3
O=C(Cc1ccc(F)cc1)OCn1nnc2ccccc2c1=O
    -4	93	-0.1	0	1	1	-0.5	3	0	0.2
CCn1c(NC(=O)c2cccs2)c(-c2cccs2)c(=O)c2ccccc21
    4	104	-0.1	-1	1	-1	1.4	-1	24	0.6
NCC(c1ccc(Cl)cc1Cl)c1c[nH]c2ccccc12 (stereo unspecified)
    12	95	0.7	-1	8	-4	4.2	-11	3	-0.3

Next part.
Each structure is followed by: ABHD5-PLIN5 inh	ABCB6 inh 2	aDG glyco act	HTR2A ag	Granule exo inh	Glyco luc inh	MC4R barr agon	H9c2 protect	MC4R antagonist	iPSC survival up
Cc1ccc(CNC(=O)c2ccccc2-n2cnnn2)cc1
    -9	88	-0.1	0	-5	1	-0.6	-1	1	-0.7
C[N+]1(CC(=O)Nc2ccc(F)cc2)CCN(C(=O)c2ccco2)CC1
    1	98	0.2	1	2	5	0.0	-2	3	2.4
Cc1ccc(C(=O)OC/C(O)=C(\C#N)c2nc3ccccc3[nH]2)cc1S(=O)(=O)N1CCOCC1
    -1	92	0.2	-1	6	1	-3.5	-1	12	0.0
NC(=O)NC(=O)CC1S/C(=N/N=C2\CSC(=O)N2)NC1=O (stereo unspecified)
    -5	104	0.0	-3	-3	3	-1.7	2	-4	-0.2

Reformatted as tab-separated lines: entries from further up.
compound	ABHD5-PLIN5 inh	ABCB6 inh 2	aDG glyco act	HTR2A ag	Granule exo inh	Glyco luc inh	MC4R barr agon	H9c2 protect	MC4R antagonist	iPSC survival up
Cc1ccc(C(=O)OC/C(O)=C(\C#N)c2nc3ccccc3[nH]2)cc1S(=O)(=O)N1CCOCC1	-1	92	0.2	-1	6	1	-3.5	-1	12	0.0
NC(=O)NC(=O)CC1S/C(=N/N=C2\CSC(=O)N2)NC1=O (stereo unspecified)	-5	104	0.0	-3	-3	3	-1.7	2	-4	-0.2
